Screening data as filed in PubChem BioAssay.
S100A4 MyoIIA: inhibitors of S100A4-myosin IIA peptide binding, primary screen, biochemical, fluorescence polarization, TAMRA-MyoIIA peptide. hit rate 0.14% among 360,000. Protein S100-A4 (Homo sapiens), P26447. inhibition, % at 10.7 µM;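 active means mean inhibition of at least 70% across replicates, with every replicate also reaching that level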
Target sequence (P26447 whole entry, looked up): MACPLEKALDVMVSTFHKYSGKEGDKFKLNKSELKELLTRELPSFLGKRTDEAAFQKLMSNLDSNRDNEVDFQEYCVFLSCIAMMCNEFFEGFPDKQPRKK
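Assay system: human S100A4 monomer with TAMRA-labelled myosin IIA peptide / Buffer or medium: Calcium-containing HEPES buffer, pH 7.2 / Reagent: TAMRA-labelled myosin IIA heavy-chain peptide probe, 5 nM / Compound: one dose per compound / Timing: polarization read 5 min after assay mix addition, stable 5–60 min / Benchmarks: neutral control DMSO, positive control TFP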
RAD54 inh: inhibitors of human RAD54 branch migration, primary screen, biochemical, fluorescence, single point; DNA repair and recombination protein RAD54-like (Homo sapiens), Q92698; RAD54 Holliday junction branch migration, FAM/BHQ fluorescence; inhibition, % at 10.4 µM; hit rate 0.14% among 360,000; AID 602329, 2012;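 active means mean normalized replicate activity at least 40 and at least half of replicates scoring 40 or more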;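 further: 0% = median of neutral control wells and 100% = median of positive control wells; inhibitors cause a drop in the FAM fluorescence signal; in these data hits start at about 50%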
Target sequence (Q92698 whole entry, looked up): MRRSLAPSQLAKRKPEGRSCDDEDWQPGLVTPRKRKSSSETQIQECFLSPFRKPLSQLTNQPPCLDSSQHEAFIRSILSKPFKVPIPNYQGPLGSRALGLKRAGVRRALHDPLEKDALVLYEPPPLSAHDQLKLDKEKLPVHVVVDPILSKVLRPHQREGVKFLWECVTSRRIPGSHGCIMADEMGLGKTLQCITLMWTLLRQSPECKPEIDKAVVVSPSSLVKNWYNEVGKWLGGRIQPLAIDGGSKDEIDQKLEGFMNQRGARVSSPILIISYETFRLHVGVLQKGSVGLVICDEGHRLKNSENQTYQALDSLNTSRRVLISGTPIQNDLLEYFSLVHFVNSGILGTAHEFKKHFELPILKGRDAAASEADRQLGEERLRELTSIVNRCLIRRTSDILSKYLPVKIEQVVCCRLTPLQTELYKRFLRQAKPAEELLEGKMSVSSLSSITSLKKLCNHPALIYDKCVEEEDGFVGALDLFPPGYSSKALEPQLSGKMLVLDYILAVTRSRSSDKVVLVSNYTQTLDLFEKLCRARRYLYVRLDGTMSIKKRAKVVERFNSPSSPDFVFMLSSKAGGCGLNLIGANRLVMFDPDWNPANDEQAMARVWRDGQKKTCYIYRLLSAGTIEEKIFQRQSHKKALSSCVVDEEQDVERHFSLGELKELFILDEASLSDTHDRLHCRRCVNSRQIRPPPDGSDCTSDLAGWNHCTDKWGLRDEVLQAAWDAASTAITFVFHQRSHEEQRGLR
FN deposition inh: inhibitors of fibronectin matrix deposition, primary screen, AH1F cells, Alexa488-fibronectin fluorescence, plate reader. AH1F fibroblasts, overnight. inhibition, % at 12.6 µM. hit rate 0.086% among 350,000. AID 743247, 2014;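 active means mean inhibition across replicates of 30% or more, regardless of how many single replicates reach that level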;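 further: positive control wells lacked labelled fibronectin entirely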
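test system = AH1F fibroblasts assembling fluorescent fibronectin matrix | quantity = 10000 AH1F cells per well | buffer or medium = DMEM plus 2% serum, read in PBS | doses = single dose, pinned | incubation = 1 h cell attachment, overnight exposure to compound and label | detection = fluorescence at 485 nm excitation, 525 nm emission | read-out basis = inhibition from reduced deposited-fibronectin fluorescence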
XiGFP reactiv: activators of inactive X chromosome reactivation, primary screen, imaging, XiGFP fibroblasts, GFP high-content imaging, set 2; activation, % at 7.58 µM; hit rate 0.055% among 360,000; AID 743238, 2013; XiGFP mouse fibroblasts, % GFP-positive cells imaging, 3 d; cells co-treated with 5-aza-dC sensitizer; scaled so ellipticine positive control = 100%;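 active means mean normalized replicate activation at least 10% and every replicate at or above 10%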;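 further: 0% = median of on-plate neutral control wells and 100% = ellipticine 6 µM median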
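material = 68-5-11 XiGFP fibroblast line | medium = DMEM plus 5-aza-dC sensitizer | schedule = 3 days compound exposure | benchmarks = positive control ellipticine, 6 µM final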
EWS-Fli block: EWS/Fli-driven NR0B1 reporter inhibitors, primary screen, A673 cells, NR0B1 luciferase, luminescence, MLPCN library; hit rate 0.67% among 350,000; viability-normalised; inhibition, % at 12.6 µM;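 active means mean inhibition of at least 50% after viability correction, with every replicate also passing that limit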;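 further: firefly luciferase signal divided by Alamar Blue viability fluorescence both relative to DMSO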
RAD52 inh: RAD52 DNA annealing inhibitors, primary screen, biochemical, FRET, single point, set 2; recombinant RAD52 DNA annealing, FRET fluorescence; inhibition, % at 18.7 µM; hit rate 0.46% among 360,000; AID 651710, 2012;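 active means every replicate showing at least 50% inhibition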
E-sel inducer: E-selectin induction in HUVECs, primary screen, imaging, HUVEC, immunofluorescence imaging, single point | normalized: neutral wells 0, TNF-alpha wells 100 | activation, % at 7.58 µM | hit rate 0.37% among 260,000;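 active means mean E-selectin-positive cell signal at least 10% of the positive control, reached in at least 60% of replicates, without over 20% cell loss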;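 further: in these data hits start at about 27%; measured in HUVEC primary endothelial cells; signal is the percent of cells scored E-selectin positive by PE staining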
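System: HUVEC / Compound: single concentration / Signal: immunofluorescence imaging / Read-out: percent E-selectin-positive cells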
esBAF inh: Bmi1 luciferase reporter increase in mESCs, primary screen, esBAF inhibitor project, mouse ES cells, Bmi1 luciferase knock-in, single point; 24 h; 100% = twice the neutral-well signal; reporter increase, % at 12.5 µM; hit rate 2% among 350,000; in the data active means activation above about 40%;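 further: 0% = median of the plate's neutral control wells and 100% = double that signal; a rise in the Bmi1 reporter signal indicates esBAF inhibition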
Numbers without * were called inactive; · = not tested or not shown; & = joins results of further samples. The order is random. Share with any hit: about 3%.

The line under a structure holds: E-sel inducer	esBAF inh	XiGFP reactiv	RAD52 inh	EWS-Fli block	RAD54 inh	FN deposition inh	S100A4 MyoIIA
Cc1noc(C)c1NC(=O)Nc1ccc2c(c1)C(=O)N([C@@H](C)CO)C[C@@H](C)[C@@H](CN(C)Cc1ccc(Cl)c(Cl)c1)OCCCC[C@@H](C)O2
  0.0	1	0.3	0	15	8	·	-6
CC(C)Cc1ccc(CN2CC[C@@H](NC(=O)c3ccccc3)C2)cc1
  ·	·	·	-3	-8	1	·	3
C[C@@H]1CN([C@H](C)CO)C(=O)Cc2cc(NS(C)(=O)=O)ccc2O[C@@H]1CN(C)Cc1ccc(Oc2ccccc2)cc1
  2.3	0	0.0	1	-49	0	·	12
CCS(=O)(=O)N1CC(=O)N2[C@H](C1)[C@@H](c1ccc(C#CCC3CCCC3)cc1)[C@@H]2CO
  0.5	·	0.0	-12	·	·	·	4
CCOC(=O)N1CCN(C(=O)c2cn(C)c3ccc(S(=O)(=O)N4CCC(C)CC4)cc3c2=O)CC1
  0.1	-5	0.5	-14	2	4	-4	0
CC1CC(C)(C)CC2(C1)NC(=O)N(CC(=O)N1CCN(S(=O)(=O)c3ccc(F)c(F)c3F)CC1)C2=O (stereo not given)
  -0.5	4	0.0	-3	3	-8	-3	-2
CCOc1ccc2ccccc2c1/C=N/NC(=O)CNC(=O)Cc1ccccc1
  ·	·	-0.1	-13	2	·	-29	3
CC(NC(=O)c1ccccc1)C(c1cccs1)N1CCOCC1 (stereo not given)
  ·	-9	-0.1	-2	0	-5	-8	2
Cc1ccccc1-c1nnn(CC(=O)Nc2ccc3c(c2)OCCO3)n1
  -2.2	·	0.0	-3	7	·	-10	-4
CCN(CC)c1ccc(/C=N/NC(=O)c2ccc3nc[nH]c3c2)cc1
  0.3	·	0.0	8	10	6	2	-4

The listing continues:
The line under a structure holds: E-sel inducer	esBAF inh	XiGFP reactiv	RAD52 inh	EWS-Fli block	RAD54 inh	FN deposition inh	S100A4 MyoIIA
CC1CCCCC12NC(=O)N(CC(=O)N1CCN(Cc3ccc(C#N)cc3)CC1)C2=O (stereo not given)
  -2.5	9	-0.1	-8	16	2	3	7
Cc1ccc(OCC(=O)Nc2ccc3c(c2)nc(CCN2CCN(c4ccccn4)CC2)n3C)cc1
  -0.2	-16	0.0	-90	16	-1	7	-2
COC(=O)[C@@]1(Cc2ccc(F)cc2)[C@H]2c3cc(C(=O)N(C)C)n(Cc4ccc(OC)c(OC)c4)c3C[C@H]2CN1C(=O)c1ccccc1
  -0.2	·	-0.1	-38	5	·	-6	-13
CCOc1ccc(S(=O)(=O)NCCC(=O)NCCc2ccc(C(C)C)cc2)cc1
  0.1	·	0.0	10	-4	·	6	-1
CC1(C)Cc2ccccc2-c2nc(NN)[nH]c(=O)c21
  0.4	-6	0.0	-4	0	5	-4	-3
CC(C)COc1ccc(-c2nn(-c3ccccc3)cc2/C=C2/SC(=S)N(CC(=O)O)C2=O)cc1
  ·	-16	0.0	-67	0	6	-7	-4
O=C(NCc1ccc(Cl)cc1)N1CCc2ccccc2C1
  ·	4	0.0	1	-10	3	0	-1
C[C@H](CO)N1C[C@H](C)[C@H](CN(C)S(=O)(=O)c2ccc(C#N)cc2)Oc2ncc(/C=C/c3ccccc3)cc2C1=O
  -0.1	-1	0.1	16	10	-11	·	1
Cc1nc2nc[nH]n2c(=O)c1NS(=O)(=O)c1ccc(F)cc1
  ·	·	-0.1	-12	-3	·	-2	-4
CCCNC(=O)C[C@@H]1CC[C@@H]2[C@H](COC[C@H](O)CN2C(=O)C2CCOCC2)O1
  0.0	-4	0.2	-73	0	-3	-5	-2

Next results follow:
The line under a structure holds: E-sel inducer	esBAF inh	XiGFP reactiv	RAD52 inh	EWS-Fli block	RAD54 inh	FN deposition inh	S100A4 MyoIIA
COc1ccccc1C(=O)COC(=O)CSC(C)C(=O)Nc1cc(C)on1 (stereo not given)
  0.3	·	0.3	-15	4	5	·	2
Cn1c(Cc2cccs2)nnc1SCC(=O)Nc1ccccc1
  -0.1	-8	0.2	-6	-6	1	·	-2
CN(C)S(=O)(=O)c1ccc(NC(=S)NC(=O)C2CCC2)cc1
  -0.4	-5	-0.1	-6	·	9	·	3
CC(C)(C)OC(=O)N1Cc2cc3ccccc3nc2C1
  -0.2	·	-0.1	-26	-92	9	-3	-9
COc1ccc(N(CC(=O)NC2CCCCC2)C(=O)CNC(=O)c2cccs2)cc1OC
  ·	-3	0.1	-11	-7	-14	10	0
CC1(C(=O)NNC(=O)c2ccc([N+](=O)[O-])cc2)CC1(Br)Br (stereo not given)
  ·	-8	0.1	-13	·	-14	-2	-2
CCC(=O)N1[C@H](CO)[C@H](c2ccc(-c3ccc(C#N)cc3)cc2)C12CN(C(C)=O)C2
  0.8	·	0.1	-19	-2	·	·	11
NC(=O)C1CCN(C(=O)CSc2nc3ccccc3s2)CC1
  ·	4	·	1	·	-13	1	1
O=S(=O)(NC1CC2CCC1C2)c1ccc(Cl)cc1 (stereo not given)
  2.4	-6	0.0	5	15	-5	4	-16
Cc1ccccc1-c1cnc2c(c1)C(=O)N([C@@H](C)CO)C[C@H](C)[C@H](CN(C)C(=O)c1ccncc1)O2
  -0.2	3	-0.9	-2	10	2	·	-10

(list continues)
The line under a structure holds: E-sel inducer	esBAF inh	XiGFP reactiv	RAD52 inh	EWS-Fli block	RAD54 inh	FN deposition inh	S100A4 MyoIIA
CC(C)CC(=O)Nc1ccc2c(c1)nc(CCN1CCCCC1)n2C
  1.3	·	0.1	34	15	·	-1	11
C[C@H]1CN([C@@H](C)CO)C(=O)c2cc(NS(=O)(=O)c3ccccc3)ccc2O[C@@H]1CN(C)C(=O)NC1CCCCC1
  -3.1	3	0.1	-1	11	5	·	20
COc1ccc(Cl)cc1NC(=O)C1CCN(C(=O)Nc2ccccc2)CC1
  0.4	4	0.1	-13	10	-7	5	3
COc1ccccc1S(=O)(=O)N[C@@H]1CC[C@@H](CCNC(=O)C2CCCC2)O[C@H]1CO
  0.0	-4	0.0	9	1	-2	-1	0
Clc1ccccc1CN1CCC(Cc2ccccc2)CC1
  -2.9	-11	-0.3	-1	1	9	-6	3
O=C(NCCC1CCCCN1S(=O)(=O)c1ccccc1)C(=O)NC1CCCC1 (stereo not given)
  2.7	·	0.3	1	-2	·	-7	-1
O=C(CCc1nnc2ccc(NCc3ccc(F)cc3)nn12)NC1CCCC1
  ·	1	0.0	-9	4	-1	-1	-6
CC(=O)C1=C(O)CC(c2ccccc2)CC1=NCCc1c(C)[nH]c2ccccc12 (stereo not given)
  4.7	-6	0.1	-4	-12	0	-11	12
C#CCn1c2ccccc2c(=O)n1CCOc1ccccc1OC
  0.5	·	-0.1	-7	-2	·	6	0
CC(C)n1nccc1N(Cc1ccc(Cl)cc1)S(=O)(=O)c1ccccc1
  ·	0	0.0	2	13	3	-1	-6

Six of the entries above in order of the esBAF inh value, smallest number first.
structure,esBAF inh,RAD52 inh,S100A4 MyoIIA
CC(C)COc1ccc(-c2nn(-c3ccccc3)cc2/C=C2/SC(=S)N(CC(=O)O)C2=O)cc1,-16,-67,-4
CC(NC(=O)c1ccccc1)C(c1cccs1)N1CCOCC1 (stereo not given),-9,-2,2
CC1(C(=O)NNC(=O)c2ccc([N+](=O)[O-])cc2)CC1(Br)Br (stereo not given),-8,-13,-2
CC(=O)C1=C(O)CC(c2ccccc2)CC1=NCCc1c(C)[nH]c2ccccc12 (stereo not given),-6,-4,12
CC(C)n1nccc1N(Cc1ccc(Cl)cc1)S(=O)(=O)c1ccccc1,0,2,-6
O=C(NCc1ccc(Cl)cc1)N1CCc2ccccc2C1,4,1,-1

(continued)
The line under a structure holds: E-sel inducer	esBAF inh	XiGFP reactiv	RAD52 inh	EWS-Fli block	RAD54 inh	FN deposition inh	S100A4 MyoIIA
CCN(CC)C(=O)c1cc(Cl)ccc1NC(=O)c1ccco1
  0.3	-4	0.2	-7	4	-1	-3	-4
CCC(=O)NC[C@H]1[C@@H](c2ccc(C3=CCCC3)cc2)[C@H](CO)N1C(C)=O
  0.8	-4	0.1	-21	-10	-2	·	-19
N#C/C(=N/Nc1ccc([N+](=O)[O-])cc1)C(=N)N1CCCCC1
  -0.6	·	-0.1	-11	-152	·	-2	-4
O=C(CSc1n[nH]c(Cc2ccccc2)n1)Nc1ccccc1Br
  0.0	-1	0.1	-32	3	-6	-1	0
C[C@H]1CN([C@@H](C)CO)S(=O)(=O)c2ccc(-c3ccc(C(=O)N(C)C)cc3)cc2O[C@@H]1CN(C)C(=O)C1CCOCC1
  0.3	4	-0.6	-2	-26	-7	·	-7
COc1cccc(/C=N/NC(=S)NCc2ccco2)c1OC
  0.0	·	0.3	-13	-9	·	4	0
CCOc1cccc(-c2c(C(=O)N/N=C/c3ccc(Br)cc3)nnn2-c2nonc2N)c1
  ·	1	0.0	-4	-7	-20	5	-7
N#Cc1ccc(OCC(=O)Nc2nc(-c3cccnc3)cs2)cc1
  0.7	-2	0.0	-11	8	-3	1	0
CCOc1ccc(N2C(=O)c3ccccc3NC2(C)CC)cc1 (stereo not given)
  -0.3	18	-0.1	-10	-57	-10	6	-3
COCCN1C(=O)c2oc3ccccc3c(=O)c2C1c1ccc(O)c(OC)c1 (stereo not given)
  -0.3	-3	0.3	-8	1	-10	-20	-2

In another format: 2 of the compounds above
smiles	E-sel inducer	esBAF inh	XiGFP reactiv	RAD52 inh	EWS-Fli block	RAD54 inh	FN deposition inh	S100A4 MyoIIA
N#Cc1ccc(OCC(=O)Nc2nc(-c3cccnc3)cs2)cc1	0.7	-2	0.0	-11	8	-3	1	0
COCCN1C(=O)c2oc3ccccc3c(=O)c2C1c1ccc(O)c(OC)c1 (stereo not given)	-0.3	-3	0.3	-8	1	-10	-20	-2

Remaining list, next part.
The line under a structure holds: E-sel inducer	esBAF inh	XiGFP reactiv	RAD52 inh	EWS-Fli block	RAD54 inh	FN deposition inh	S100A4 MyoIIA
O=C(C1CC1)N1C[C@@H]2[C@H](c3ccccc31)[C@@H](CO)N2Cc1ccccc1Cl
  -0.2	0	0.1	-3	1	0	3	-1
C=CC[C@H](CC(=O)N(CCO)Cc1ccccc1)C(=O)N[C@H](COC(=O)[C@H](CC=C)CC(=O)OC(C)(C)C)Cc1ccccc1
  -0.1	-1	0.0	-10	3	-16	-6	-2
CCC(=O)N1C[C@H](C)[C@@H](OC)CN(C)C(=O)c2ccc(NC(=O)COC)cc2OC[C@@H]1C
  -0.2	·	0.3	2	8	·	7	-10
COC1=CC(=O)C(C2CC(=O)c3c(O)cc(O)cc3O2)=CC1=O (stereo not given)
  -0.1	·	-0.1	-12	3	·	-1	-5
CCCNC(=O)N(C)C[C@@H]1Oc2cc(C#CC(C)(C)O)ccc2S(=O)(=O)N([C@H](C)CO)C[C@H]1C
  0.0&-0.8	0&-7&2	0.2&0.5	-9&-10&6	7&-10&-4	-5&1&10	1&-10	-15&3&3
